# Bioassay records: PubChem, several laboratories
# SUMO Mot1 rescue: SUMOylation pathway inhibition by Mot1-301 growth rescue; S. cerevisiae Mot1-301 growth rescue, ATP luminescence, 38.5C; percent above DMSO median, 100 means doubled; 320,000 compounds, 1% hits; AID 2716; growth rescue, % at 18.8 µM;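 active = every valid replicate shows activation above 250% relative to neutral control wells; inactive = the rest, any valid replicate at or below 250%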;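 also: OY570 slx delta 5 strain wells were the positive control but not used for scaling; some compounds called inactive have numbers as strong as hits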
# NSD2 HMT inh: inhibitors of human histone methyltransferase NSD2; O96028; NSD2 peptide methylation, AlphaScreen, 120 min; inhibition, % at 12.5 µM; 310,000 compounds, 0.54% hits; AID 743445; in the data active = inhibition above about 50%
# RTF Ca sens act: cardiac RTF calcium sensitization | 340,000 compounds, 0.24% hits | IANBD-labeled TnC RTF fluorescence at EC20 calcium; 0% EC20 calcium, 100% full calcium | activation, % at 7.2 µM | P19429+P45379;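 active = activation above the mean over all tested compounds plus 3 SD, cut at about 30% in these data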;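 also: rise in fluorescence read as greater calcium sensitivity of cardiac thin filaments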
# dFosB activator: mouse delta FosB homodimer activation | purified delta FosB, TAMRA-CDK5 oligo fluorescence polarization; percent of positive-control signal above neutral wells | AID 493131 | activation, % at 25 µM | P13346 | 340,000 compounds, 0.99% hits;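 active = mean activation above about 17%, with every replicate also reaching it, limit read from the data, passing the limit was not always enough; inconclusive = only one of the two conditions met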;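 also: fluorescence polarization rise as delta FosB binds a TAMRA Cdk5 AP-1 oligo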
# PvdQ inh: blocks Pseudomonas aeruginosa PvdQ acylase activity; purified PvdQ acylase, fluorescence plate reader; inhibition, % at 10 µM; 340,000 compounds, 0.063% hits; AID 488965; in the data active = inhibition above about 30%, passing the limit was not always enough; inconclusive = no clear call, values can overlap the other calls;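 also: 0% = vehicle neutral wells and 100% = reference inhibitor wells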
# Rtt109 HAT inh: inhibitors of Candida albicans Rtt109/Vps75 histone acetyltransferase | Q5AAJ8 | purified Rtt109/Vps75, ThioGlo CoA-SH fluorescence, 4 h | inhibition, % at 34.9 µM | 330,000 compounds, 0.16% hits;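 active = inhibition of at least 50% in every replicate; inconclusive = best replicate reaches 50% inhibition but some replicates fall short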
# Target sequence (Q5AAJ8 whole entry, looked up): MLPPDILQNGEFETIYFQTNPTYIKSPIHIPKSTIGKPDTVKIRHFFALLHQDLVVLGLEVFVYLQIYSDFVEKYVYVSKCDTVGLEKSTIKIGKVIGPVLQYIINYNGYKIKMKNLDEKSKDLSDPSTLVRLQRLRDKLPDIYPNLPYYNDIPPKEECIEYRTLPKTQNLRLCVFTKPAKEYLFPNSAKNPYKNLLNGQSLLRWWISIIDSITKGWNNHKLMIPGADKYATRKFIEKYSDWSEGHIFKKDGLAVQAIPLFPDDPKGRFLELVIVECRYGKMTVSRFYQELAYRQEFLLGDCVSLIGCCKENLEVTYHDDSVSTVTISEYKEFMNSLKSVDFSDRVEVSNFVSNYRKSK
# PfHsp90 set2: reduces growth (ATP signal) of yeast expressing P. falciparum Hsp90; AID 504621; 310,000 compounds, 0.32% hits; S. cerevisiae expressing PfHsp90, BacTiter-Glo ATP, 48 h; yeast lacking PDR1 and PDR3 efflux regulators; inhibition, % at 9.4 µM;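 active = every replicate shows inhibition above about 80%, whatever the replicate mean, limit read from the data; inconclusive = mean inhibition reaches the set limit but some replicate falls short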;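 also: 0% = DMSO neutral controls and 100% = 20 µM radicicol positive controls; yeast relying on Plasmodium falciparum Hsp90 in place of its own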
# LANA DNA inh: KSHV C-LANA DNA binding inhibition. MBP-C-LANA/FAM-LBS DNA binding, fluorescence polarization. inhibition, % at 9 µM. 340,000 compounds, 0.078% hits;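 active = highest replicate inhibition at or above 60% at 9 µM, even if other replicates fall short; inactive = all replicates below 60% inhibition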;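 also: 0% = neutral control wells and 100% = 4 µM acridine orange control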
# CDK5 inh: inhibitors of human CDK5/p35 kinase; Recombinant CDK5/p35, ADP-Glo luminescence, 60 min; inhibition, % at 10 µM; 330,000 compounds, 0.01% hits; AID 488839;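 active = highest replicate inhibition of at least 50% and at least 75% of replicates reaching 50%; inconclusive = only one of the two criteria met; inactive = both criteria failed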;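 also: plate controls were DMSO neutral control for no effect and GW8510 at 10 µM for full effect; many of its hits are not listed in these tables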
# Target sequence (Q00535 whole entry, looked up): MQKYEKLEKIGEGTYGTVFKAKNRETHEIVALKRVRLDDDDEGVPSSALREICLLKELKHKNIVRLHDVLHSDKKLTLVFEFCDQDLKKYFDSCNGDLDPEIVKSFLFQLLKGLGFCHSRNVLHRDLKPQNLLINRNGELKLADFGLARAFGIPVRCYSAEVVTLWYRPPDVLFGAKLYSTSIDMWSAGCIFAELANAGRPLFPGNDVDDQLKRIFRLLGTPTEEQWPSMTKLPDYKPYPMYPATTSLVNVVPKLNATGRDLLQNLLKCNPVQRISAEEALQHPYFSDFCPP
# Target sequence (Q15078 whole entry, looked up): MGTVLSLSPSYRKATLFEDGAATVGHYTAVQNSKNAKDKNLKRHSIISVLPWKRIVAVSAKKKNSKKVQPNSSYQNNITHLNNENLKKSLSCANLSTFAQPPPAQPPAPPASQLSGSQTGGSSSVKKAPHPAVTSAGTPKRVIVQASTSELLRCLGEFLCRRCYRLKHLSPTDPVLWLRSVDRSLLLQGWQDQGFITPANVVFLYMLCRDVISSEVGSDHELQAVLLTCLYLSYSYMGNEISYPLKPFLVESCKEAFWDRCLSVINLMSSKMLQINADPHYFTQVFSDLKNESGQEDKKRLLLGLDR
# Cardiac RTF inh: cardiac RTF calcium desensitization; P19429+P45379; IANBD-labeled cardiac RTF, Ca2+ fluorescence; inhibition, % at 7.15 µM; 340,000 compounds, 0.12% hits; AID 493244;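 active = inhibition above the mean inhibition of all tested compounds plus 3 SD, cut at about 17% in these data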;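 also: assay run at fixed EC70 calcium of 1.6 mM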
# Keap1 Nrf2 FP: Keap1-Nrf2 (human) interaction inhibition | Keap1 Kelch-Nrf2 peptide fluorescence polarization, 1536-well | inhibition, % at 9.4 µM | 340,000 compounds, 0.15% hits | AID 504523; in the data active = inhibition above about 12%; inconclusive = no clear call, values can overlap the other calls; inactive = below about 7.3%;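 also: human Keap1 Kelch domain with fluorescein labeled Nrf2 9mer peptide probe; 0% = neutral control wells and 100% = peptide positive control; higher means more block of Keap1 binding to Nrf2 peptide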
# Starred values were filed as active, the others as inactive; ? = inconclusive; · = no result given; & = joins results of further samples.
SMILES,SUMO Mot1 rescue,NSD2 HMT inh,RTF Ca sens act,dFosB activator,PvdQ inh,Rtt109 HAT inh,PfHsp90 set2,LANA DNA inh,CDK5 inh,Cardiac RTF inh,Keap1 Nrf2 FP
Brc1ccc(-c2nc(-c3ccccn3)no2)o1,-7,0,0,-7,-12,-8,-1,0.0,2.8,-22,1
COc1cc(Cl)ccc1OCc1cc(C(=O)N2CCN(c3ccccn3)CC2)no1,-12,-2,-6,-9,-4,6,-36,-0.5,0.9,-3,2
O=C(c1ccccc1)N1CCN(c2ccc(N3CCOCC3)nn2)CC1,61,-6,0,-1,-13,-23,-45,0.1,0.6,-10,3
COc1ccc2c(c1OC)C(=O)N1C2SC[C@H]1C(=O)NC1CC(C)(C)NC(C)(C)C1 (some centres undefined),-3,0,1,4,-7&0,-5&-1,5,-0.1,0.7,-10,3
COCCn1c(SC(C)C(=O)Nc2ccc(N3CCOCC3)cc2)nnc1-c1ccncc1 (centres undefined),1,-3,0,1,-7,1,-14,1.3,0.0,6,3
CCn1ncc(Br)c1C(=O)Nc1ccccc1C(F)(F)F,1,-2,-6,2,-9,2,-47,-0.8,-3.6,-2,0
Cc1cc2c(=O)n(C)c(SCC(=O)Nc3ccc(F)cc3)nc2s1,·,1,0,-2,-13,-4,1,-0.5,-0.7,-12,2
COc1ccccc1NCCC(=O)OCC(=O)NC1CCCC(C)C1C (centres undefined),4,3,-3,-6,0,5,-40,-1.7,-2.6,5,1
N#Cc1cc([N+](=O)[O-])cnc1N(CCO)CCO,-13,-1,3,1,-4,8,18,0.4,-1.0,-4,-1
CSc1ccccc1NC(=O)c1ccc(N2CCCC2=O)cc1,9,·,1,-4,1,5,4,8.6,1.3,-6,-5
CN1CCN(S(=O)(=O)c2cccc(C(=O)Nc3cc(C(F)(F)F)ccc3N3CCCCC3)c2)CC1,48,-2,-14,1,-4,1,-32,-1.7,-2.9,0,0
COc1ccc(NC(=O)c2ccc3nc[nH]c3c2)cc1,11,0,-6,5,5,-8,8,-8.8,1.2,2,-2
COc1ccc(CCNC(=O)C(=O)NCC2OCCN2S(=O)(=O)c2cccs2)cc1 (centres undefined),5,-1,-7,-6,-12,-7,-9,-0.5,-0.9,-9,-4
COn1c(-c2ccc(C)cc2)nc2ncccc21,-15,2,3,-5,-11,15,12,0.2,-1.1,-3,1
COc1ccc(Oc2c(C)oc3cc(OC(=O)N4CCOCC4)ccc3c2=O)cc1,29,0,4,1,16,5,10,1.9,1.2,-3,-1
CC1=C(C(=O)Nc2ccccc2C(=O)NCCCOC(C)C)SCCO1,16,-5,3,-4,12,8,1,-0.7,1.0,-3,0
COc1ccc(C(=O)Oc2ccc(/C=N/NC(=O)c3ccccc3OC)cc2[N+](=O)[O-])cc1,·,-1,-2,-6,-2,4,15,-1.7,0.9,-1,2
CCOc1ccc(NC(=O)CN(C)C(=O)c2cc(C)nc3ccccc23)cc1OCC,-9,1,-4,-5,9,5,8,-0.2,-1.4,-5,1
C/C(=N\Nc1ccc(Cl)c(C(=O)O)c1)c1cc2ccccc2o1,8,-3,0,5,-12,10,·,0.0,1.5,-1,1
COCCCNCCOCCOc1ccc(C)cc1[N+](=O)[O-],·,0,-4,0,-2,-5,-8,0.6,0.1,-1,?
CC(Nc1nc(N2CCN(CCO)CC2)nc2ccccc12)c1ccccc1 (centres undefined),5,2,2,-4,10,3,8,0.3,-0.3,2,-3
CN(Cc1ccccc1)C(=O)COC(=O)c1cc(=O)[nH]c2ccccc12,-2,2,-1,-10,-11,0,·,0.1,1.0,7,-1
CC1CC(=O)C2=C(C1)Nc1ccccc1N=C2 (centres undefined),9,-6,-3,-8,-2,-6,·,-0.9,-2.5,0,-2
COc1ccc(NS(=O)(=O)c2cccc(C(=O)N/N=C(\C)c3ccncc3)c2)cc1,211,1,-6,-10,-1,6,16,3.0,-0.4,2,0
C[N+]1(CC(=O)OCCCC2CCCCC2)CCCC1,-2,·,1,0,4,14,-6,-0.4,0.5,5,2
CCOC(=O)Cc1nnc2c(Nc3ccccc3F)nc3nonc3n12,10,·,3,-6,-13,3,-5,0.7,-0.6,-6,-6
Cc1ccc(C(=O)NCc2ccco2)cc1[N+](=O)[O-],1,4,-3,-12,5,·,-6,-0.7,-0.7,1,-3
Cc1ccc(N2CCN(C(=S)Nc3ccccc3C)CC2)cc1,13,-2,-2,5,-4,-1,-6,4.0,-1.4,-3,-2
CCOC(=O)C(Cc1ccccc1)C(=O)NCc1ccccc1 (centres undefined),2,-2,2,-10,5,·,2,1.6,-1.9,-8,-9
COc1ccc(CCNC(=O)Cn2c(=O)[nH]c3ccsc3c2=O)cc1OC,3,-2,-4,0,7,14,11,-0.4,-0.2,-2,-2
CN(Cc1ccccc1)C(=O)c1ccc(NC(=O)Cc2cccc([N+](=O)[O-])c2)cc1,-4,·,1,-5,-13,5,12,0.2,-0.3,1,-1
CCOc1ccc(-c2nc(CSCC(=O)N3CCN(C(=O)c4ccco4)CC3)c(C)o2)cc1,-10,·,-4,-13,-8,-8,-2,-1.9,-1.4,-2,0
COCCN(Cc1nc2ccccc2c(=O)[nH]1)C(=O)COc1cccc(C(C)=O)c1,-2,-2,-3,-6,-5,-6,·,1.5,0.1,-4,3
Cn1c(=O)c2ncn(CC(=O)Nc3ccc(N4CCOCC4)cc3)c2n(C)c1=O,-9,2,-1,3,-18,-2,6,0.7,0.3,-2,-3
O=[N+]([O-])c1cc2c(cc1/C=N/n1c(-c3ccccn3)n[nH]c1=S)OCO2,-6,-4,-4,-5,-1,1,25,-0.4,0.3,-10,0
C[C@H](CO)N1C[C@H](C)[C@@H](CN(C)C(=O)Nc2ccc3c(c2)OCO3)Oc2c(NC(=O)Nc3ccccc3)cccc2C1=O,-7,·,-4,4,-6,-3,9,-0.5,-1.3,-4,0
C/C(=N\OCC(=O)Nc1ccccc1C(C)(C)C)c1ccc2c(c1)OCCO2,-25,·,3,3,-2,6,4,4.2,1.5,-3,-5
Cn1cnnc1SCC(=O)Nc1ccc2nc(SCc3ccccc3)sc2c1,8,5,-1,-12,-4,9,11,1.8,-1.3,-3,1
CC(C)n1c(CN2CCN(C)CC2)nc2c1c(=O)n(C)c(=O)n2C,17,-3,-1,-9,-14,-23,15,0.6,-1.3,5,-1
COc1ccc(C(=O)Nc2nc(CC(=O)NCc3ccc(F)cc3)cs2)cc1,·,-3,-3,-5,-15,-5,8,0.9,1.7,-54,0
Cc1cccn2c(=O)c3cc(C(=O)N4COCC4(C)C)n(Cc4ccccc4)c3nc12,-4,·,2,0,-14,-3,-1,1.7,-0.7,-7,-1
CC1(C)Cc2nc3oc4c(NCCCN5CCOCC5)ncnc4c3cc2CO1,-18,-1,3,-18,-16,3,-39,0.6,-0.4,-2,2
Cc1cc(C(C)(C)C)ccc1OCCCCN1CCCC1,-3,4,-6,4,2,-11,-14,1.1,·,2,1
O=C1CCC(C(=O)N2CCN(c3ccccc3)CC2)CN1CC1CCCCC1 (centres undefined),532*,0,-1,-9,-5,-5,8,-1.1,-2.3,13,1
COc1cc(CN2CCC(Cc3ccccc3)CC2)cc(OC)c1OC,32,3,-7,-5,-5,9,-14,0.9,0.1,0,1
CC(C)(C)c1cc(C(=O)NNC(=O)c2ccc(Cl)cc2)no1,16,-1,-2,-10,-12,-13,1,-1.5,0.0,-3,-3
CCOC(=O)C1=C(O)/C(=C/c2ccc(CNC(=O)C(=O)Nc3ccc(C)cc3)o2)N=C1C,0,2,3,-8,-9,-3,-40,0.4,-0.3,-7,-7
COc1ccc(-n2cc(CNCc3cccnc3)c(-c3cccc(F)c3)n2)cc1,87,1,2,-20,-6,8,-7,-1.6,-1.0,12,-7
Cc1ccc(/C=N\NC(=O)/C(=C\Nc2nccc(C)n2)NC(=O)c2ccccc2)cc1,407,·,-1,-5,-12,10,9,-0.5,0.5,-6,1
CCCNC(=O)c1ccc(N2CCC3(CC2)CC(c2cccc(Br)c2)=NO3)c(NC(=O)c2ccc(Cl)c([N+](=O)[O-])c2)c1,3,·,3,-6,-1,-8,-5,0.3,-2.8,-4,-2
O=C(NCC1(c2ccccc2)CCCC1)c1ccc(Br)cc1,-5,14,14,-2,4,1,-9,-1.1,-1.7,-27,0
CCC(=O)OCC(=O)Nc1cc(C)c(C)cc1[N+](=O)[O-],38,3,-4,0,-12,-13,-18,0.8,0.6,8,0
COc1ccc(-c2cc3cc(F)ccc3cn2)cc1,41,·,0,1,7,1,-39,2.2,4.1,-6,-3
CCOC(=O)N1CCN(S(=O)(=O)N2CCCC(C(=O)NCc3cccc(OC)c3)C2)CC1 (centres undefined),128,-2,2,-4,21,-6,-17,0.5,-0.7,0,-8
CC(C)CC(Nc1ncnc2scc(-c3ccccc3)c12)C(=O)O (centres undefined),153,0,1,-2,-6,-1,16,-6.7,-0.5,-15,2
Cc1ccc(-c2nnn(CC(=O)N(c3cnc4ccccc4c3)C(C(=O)NC3CCCC3)c3ccncc3)n2)o1 (centres undefined),0,3,-3,-7,10,-2,0,0.4,-0.9,3,-1
O=C(CN(c1ccccc1)S(=O)(=O)c1ccccc1)Nc1ccc(F)cc1,-8,-2,8,-4,-14,2,17,3.0,-0.2,-2,-5
Cc1ccc(S(=O)(=O)/C(C#N)=C/c2c(N3CC(C)OC(C)C3)nc3ccccn3c2=O)cc1 (centres undefined),237,3,-2,-4,3,35,-1,-0.6,-2.8,-2,-5
O=S(=O)(Nc1ncccn1)c1ccc(NC(=S)NCc2cccnc2)cc1,-17,1,2,9,-7,6,-20,1.3,1.7,10,17*
COc1ccc2oc3ccccc3c(=O)c2c1,-6,·,-1,-3,7,-7,-10,-2.7,1.0,-1,0
# Further records
SMILES,SUMO Mot1 rescue,NSD2 HMT inh,RTF Ca sens act,dFosB activator,PvdQ inh,Rtt109 HAT inh,PfHsp90 set2,LANA DNA inh,CDK5 inh,Cardiac RTF inh,Keap1 Nrf2 FP
COc1ccc(NC(=O)COc2ccccc2Cc2ccccc2)cc1S(N)(=O)=O,-15,2,1,-11,-16,6,-11,-0.6,-0.7,-8,4
O=C(c1cccnc1)C1CCCN(Cc2nc(Cc3ccccc3)no2)C1 (centres undefined),-14,0,3,-7,6,13,-7,3.7,0.2,-9,5
CCN1CCN(CC(O)COCCOc2ccc(Br)cc2)CC1 (centres undefined),-11,4,-2,-2,-16,-5,30,-1.3,-2.8,-7,-3
N#CCCn1cc(/C=N/O)c(-c2ccccc2)n1,-15,-1,-2,5,4,-5,-11,1.1,4.0,-9,-1
